Source: PubChem (several laboratories)
DSG3 Ab inh – inhibitors of pemphigus antibody binding to human desmoglein-3; binding (percent of control), % at 10 µM; AID 588358; DSG3-coupled beads, scFv-anti-DSG3-GFP binding, flow cytometry; stronger effect = lower value; hit rate 0.48% among 310,000; P32926;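 active = binding more than 3 SD below its plate's average and above zero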; note: some compounds called inactive have numbers as strong as hits
DAGLB inh – diacylglycerol lipase beta (human) inhibition; HEK293T DAGLB membrane lysate, EnzChek fluorogenic substrate; inhibition, % at 5.17 µM; hit rate 0.059% among 340,000; AID 504411; in the data active = inhibition above about 34%;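 note: 0% = enzyme with vehicle and 100% = wells lacking enzyme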
PKA-R1A activ – activators of PKA-R1A complex; hit rate 0.083% among 340,000; P00514+P68181; PKA-R1A dissociation, Cy5-IP20 fluorescence polarization; scaled: DMSO 0%, 113 µM cGMP 100%; activation, % at 11.4 µM;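 active = percent activation above the mean of all tested compounds plus 3 SD, cut at about 19% in these data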;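 note: higher means more PKAc released from R1A so a rise in polarization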
V-ATPase pH – alters yeast V-ATPase proton transport; S. cerevisiae, pHLuorin cytosolic pH fluorescence; response, % at 10 µM; hit rate 0.37% among 350,000; in the data active = response mostly above about 7.3%, no sharp cut-off; inactive = mostly below about 5.4%; note: actives read high; inactives centre near 0; some compounds called inactive have numbers as strong as hits; reference of the scale not given here
OPRM1-OPRD1 inv – mu-delta opioid heterodimer inverse agonism | P35372+P41143 | cell-based MOR-DOR heterodimer luminescence | inhibition, % at 9.3 µM | hit rate 0.21% among 340,000; in the data active = inhibition above about 22%, passing the limit was not always enough;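 note: 0% = cells with DMSO and 100% = wells without cells with DMSO; values of inactives mirror those of a sister screen read the other way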
Target sequence (P35372 whole entry, looked up): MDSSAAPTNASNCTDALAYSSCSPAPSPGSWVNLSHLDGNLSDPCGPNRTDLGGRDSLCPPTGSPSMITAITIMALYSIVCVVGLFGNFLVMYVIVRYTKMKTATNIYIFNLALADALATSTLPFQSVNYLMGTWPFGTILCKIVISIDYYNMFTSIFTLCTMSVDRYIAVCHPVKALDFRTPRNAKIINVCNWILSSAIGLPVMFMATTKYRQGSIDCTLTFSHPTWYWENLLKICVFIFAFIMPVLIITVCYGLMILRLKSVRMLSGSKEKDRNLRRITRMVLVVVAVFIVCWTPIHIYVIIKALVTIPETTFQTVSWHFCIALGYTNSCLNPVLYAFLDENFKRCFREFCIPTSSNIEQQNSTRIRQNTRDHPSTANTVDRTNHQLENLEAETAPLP
Target sequence (P41143 whole entry, looked up): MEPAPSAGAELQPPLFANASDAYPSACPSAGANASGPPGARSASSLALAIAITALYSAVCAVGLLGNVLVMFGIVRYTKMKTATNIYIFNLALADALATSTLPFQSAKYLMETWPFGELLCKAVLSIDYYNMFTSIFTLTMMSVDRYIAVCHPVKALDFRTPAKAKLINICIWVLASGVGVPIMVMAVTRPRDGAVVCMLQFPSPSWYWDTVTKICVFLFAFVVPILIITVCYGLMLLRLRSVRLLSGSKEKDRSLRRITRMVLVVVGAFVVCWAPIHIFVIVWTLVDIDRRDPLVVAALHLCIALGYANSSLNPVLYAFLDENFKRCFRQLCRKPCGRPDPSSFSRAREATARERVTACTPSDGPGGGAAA
Arr AP2 block – human beta-arrestin and AP2 interaction inhibition; hit rate 0.31% among 340,000; FITC-arrestin peptide / GST-AP2 beads, flow cytometry; AP2 beta2 appendage carries R879A mutation; inhibition, % at 10 µM;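 active = inhibition above a set limit, near 3 SD of compounds lacking own fluorescence, cut at about 54% in these data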;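 note: plate controls were DMSO wells for no effect and 5 µM unlabelled arrestin peptide for full effect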
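Material – AP2 appendage R879A on GSH beads · Buffer or medium – PBS with 0.05% Tween 20 and 0.1% BSA · Probe or stimulus – fluorescein-tagged arrestin peptide at 50 nM final · Incubation – compound with beads 12 min RT, then probe 1 h RT · Detection – high-throughput flow cytometry of beads, ex 488, em 535 nm · Evaluation – percent response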
HTR5A ag ctr – HTR5A agonism, opioid heterodimer counter-screen; P47898; activation, % at 9.3 µM; HTR5A agonist assay, luminescence, cell-based; hit rate 0.61% among 340,000; in the data active = activation mostly above about 9.5%, no sharp cut-off; inactive = mostly below about 7.6%;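 note: 0% = cells with vehicle only and 100% = reference agonist; strong numbers were not always called active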
HTR5A inv ag – inverse agonist of human HTR5A in OPRM1-OPRD1 counter-screen | P47898 | HTR5A cell line, luminescence, inverse agonism | inhibition, % at 9.3 µM | hit rate 0.083% among 340,000 | AID 504634; in the data active = inhibition mostly above about 23%, no sharp cut-off; inactive = mostly below about 18%;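 note: 0% = cells with DMSO and 100% = no-cell wells with DMSO; some compounds called inactive have numbers as strong as hits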
OPRM1-OPRD1 ag – agonists of human mu-delta opioid receptor heterodimerization. hit rate 0.3% among 340,000. AID 504326. activation, % at 9.3 µM. cells, OPRM1-OPRD1 heterodimerization, luminescence; in the data active = activation above about 18%;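 note: 0% = vehicle-treated cells and 100% = reference agonist; values of inactives mirror those of a sister screen read the other way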
PKA-R2B act – activators of human PKA-R2B complex | hit rate 0.079% among 340,000 | AID 504700 | P22694+P31323 | activation, % at 11.4 µM | PKA-R2B holoenzyme dissociation, Cy5-IP20 fluorescence polarization; R2B truncated from residue 108, S112A mutant; 0% DMSO only, 100% 113 µM cGMP;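 active = activation above a cutoff set at the mean over all compounds plus 3 SD, cut at about 18% in these data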;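 note: higher means more holoenzyme dissociation and a rise in polarization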
* = called active by the depositor; nt = no result given. Random draw from the library; overall some 2.4% were active at least once.

Sample of the layout (2 entries):
SMILES | DSG3 Ab inh | DAGLB inh | PKA-R1A activ | V-ATPase pH | OPRM1-OPRD1 inv | Arr AP2 block | HTR5A ag ctr | HTR5A inv ag | OPRM1-OPRD1 ag | PKA-R2B act
COc1ccccc1CCC(=O)OCC(=O)N1c2ccccc2NC(=O)C1(C)C | 109 | -1 | 2 | -1 | 0 | 1 | -2 | 9 | 0.1 | -7
Cc1ccc(C2CC(c3cccc(NS(C)(=O)=O)c3)=NN2S(C)(=O)=O)cc1 (stereo not drawn) | 115 | 1 | 7 | -2 | 13 | -1 | 6 | -15 | -2.0 | 8

Main list (from the top)
SMILES | DSG3 Ab inh | DAGLB inh | PKA-R1A activ | V-ATPase pH | OPRM1-OPRD1 inv | Arr AP2 block | HTR5A ag ctr | HTR5A inv ag | OPRM1-OPRD1 ag | PKA-R2B act
COc1ccccc1CCC(=O)OCC(=O)N1c2ccccc2NC(=O)C1(C)C | 109 | -1 | 2 | -1 | 0 | 1 | -2 | 9 | 0.1 | -7
Cc1ccc(C2CC(c3cccc(NS(C)(=O)=O)c3)=NN2S(C)(=O)=O)cc1 (stereo not drawn) | 115 | 1 | 7 | -2 | 13 | -1 | 6 | -15 | -2.0 | 8
CC1CCN(C(=O)CCC(=O)Nc2nnc(C3CCCCC3)s2)CC1 | 99 | 1 | -4 | -4 | 8 | 3 | -3 | 9 | -1.6 | -27
CC(=O)C1=C(C)NC(=O)NC1c1cccs1 (stereo not drawn) | 98 | -6 | -1 | -3 | -5 | 0 | 4 | -39 | 1.0 | 0
CC1CCCCN1C(=O)Cn1cc(C=O)c2ccccc21 (stereo not drawn) | 106 | 1 | -6 | 4 | -2 | -1 | 1 | -3 | 0.5 | -4
CC1(C)C2CC=C(/C=N/NC(=S)NCCc3ccccc3)C1C2 (stereo not drawn) | 106 | -4 | -5 | -1 | -11 | -4 | -3 | 6 | 2.0 | -1
CCOC(=O)N1CCN(C(=O)C2CCN(S(=O)(=O)N3CCC4(CC3)OCCO4)CC2)CC1 | nt | 0 | -6 | -1 | 14 | 42 | -2 | 6 | -2.6 | 1
Cc1ccc(OCc2cc(C(=O)N3CCN(C4CCCCC4)CC3)no2)cc1C | 99 | -3 | 5 | -3 | -19 | -12 | 4 | 8 | 3.5 | -3
Cc1ccc(C(=O)O)cc1NC(=O)Nc1cccc2ccccc12 | 119 | -4 | 3 | 1 | 20 | -18 | -2 | 8 | -3.4 | -7
CCOc1ccc(S(=O)(=O)N(CC(=O)NN=C2CCN(C)CC2)c2ccc(C)cc2)cc1 | 103 | -4 | -4 | 8 | 15 | -5 | -2 | 2 | -2.8 | -13
COc1ccccc1C(C)Nc1ccc(S(=O)(=O)N2CCN(C)CC2)cc1[N+](=O)[O-] (stereo not drawn) | 109 | 5 | -9 | 3 | -5 | -15 | 1 | 24 | 1.4 | -4
CCC(C)N(C)C(=O)c1cc2ccccc2c(-c2ccccc2Cl)n1 (stereo not drawn) | 20* | 0 | 1 | -4 | 6 | 7 | -3 | 5 | -1.1 | -1
CSc1ccccc1C(=O)Nc1ccccc1C | 104 | 0 | -2 | -2 | 13 | -10 | -3 | 5 | -1.9 | 5
O=C(c1ccc(S(=O)(=O)N2CCOCC2)cc1)N1CCN=C1SCc1cccnc1 | 98 | -1 | 1 | 1 | 8 | -5 | -3 | -43 | -1.4 | -4
COc1ccc(NC(=O)C2CCCN2c2nn3c(=O)cc(C)nc3s2)cc1 (stereo not drawn) | 114 | 1 | -3 | 7 | 5 | 0 | 0 | 1 | -0.8 | -11
C/C(=N\NC(=O)COc1ccc([N+](=O)[O-])cc1)C(C)(C)C | 105 | 2 | -16 | -3 | -5 | 9 | 5 | -4 | 0.9 | 3
CCC(C(=O)OC)n1c(-c2ccccc2)nc2ccccc2c1=O (stereo not drawn) | 98 | -5 | -12 | -2 | -5 | 14 | -1 | 2 | 1.0 | -1
Cc1ccc(C(=O)N/C(=C\c2cccc([N+](=O)[O-])c2)C(=O)Nc2cccc(C(=O)O)c2)cc1 | 93 | 2 | -2 | 0 | 11 | 27 | 6 | -20 | -2.3 | 9
O=C(O)CSc1ncnc2sc3c(c12)CCCC3 | 115 | 2 | -5 | 3 | 9 | 0 | -3 | 7 | -1.9 | -9
CCOC(=O)C1(C(=O)OCC)NC(=O)CC1C (stereo not drawn) | 95 | 1 | -5 | 0 | 2 | -1 | 2 | -7 | -0.4 | 7
Cc1nc2c(=O)n(-c3ccc(F)cc3F)nc(C)c2s1 | 108 | 0 | 0 | -2 | 5 | 1 | -7 | 9 | -0.9 | -6
O=C(O)C1CC(=O)N(Cc2ccc(F)cc2)C1 (stereo not drawn) | 101 | -1 | 7 | 2 | 14 | -5 | -1 | 10 | -3.1 | 5
Cc1ccccc1Nc1cc2ccccc2c(=O)[nH]1 | 104 | 0 | -4 | -4 | -30 | 8 | -6 | 16 | 6.0 | 1
COc1ccc(NCc2cc3ccccc3[nH]c2=O)cc1 | 119 | -1 | -10 | -7 | -1 | 30 | 1 | -9 | 0.2 | -3
COc1cc2[nH]c(=O)n(CCCCCC(=O)NC3CCCC3)c(=O)c2cc1OC | nt | 2 | -17 | 3 | 11 | 5 | 5 | -13 | -1.7 | 2
O=C(COc1ccc(S(=O)(=O)N2CCOCC2)cc1)NCC1CCCO1 (stereo not drawn) | nt | 0 | -4 | -1 | 14 | 2 | 1 | -13 | -2.7 | -10
NNC(=O)c1sccc1OCc1ccc(F)cc1 | 98 | -5 | 2 | 2 | 0 | 16 | 0 | -1 | 0.0 | -3
COCCn1c(CN2CCc3ccccc3C2)nc2c1c(=O)n(C)c(=O)n2C | 81 | -1 | 2 | -2 | 13 | -4 | -4 | 10 | -2.0 | 4
Cn1cccc1CN1CCC[C@]2(N[C@H](c3ccccc3)[C@@H]3C(=O)N(Cc4ccccc4)C(=O)[C@@H]32)C1=O | 95 | 0 | 15 | 0 | nt | nt | nt | nt | nt | -8
CCCC(C(=O)NCc1ccco1)N(C(=O)CNS(=O)(=O)c1ccccc1)c1ccc(OC)cc1 (stereo not drawn) | 120 | 0 | -6 | 2 | 11 | 9 | 0 | 0 | -2.2 | -3
Cc1ccccc1-n1cc(C(=O)c2cc(Cl)ccc2O)cc(C#N)c1=O | 101 | -1 | 2 | 0 | -29 | -3 | -2 | 7 | 5.6 | 3
Cc1cccc(CN2C3=NCCCN3c3ccccc32)c1 | 105 | -2 | -6 | 1 | 11 | 0 | -1 | 3 | -2.2 | 2
O=[N+]([O-])c1ccc(-n2nnnc2-c2ccccc2)cc1 | 91 | 1 | -9 | 3 | -7 | -1 | 2 | -1 | 1.1 | -4
CCOc1ccc(NC(=S)N(CCc2ccncc2)C(C)C)cc1 | 91 | 0 | -10 | 1 | -5 | 12 | 5 | -17 | 0.9 | 0
CO/N=C/C(C#N)c1ncc(C(F)(F)F)cc1Cl (stereo not drawn) | 107 | 6 | -10 | 10 | 6 | 6 | 0 | 8 | -1.1 | -1
Cc1ccc(C)c(OCc2cc(C(=O)N3CC[C@H](O)C3)no2)c1 | 96 | 1 | -10 | 0 | 27 | -1 | -2 | 14 | -5.3 | -8
Cc1ccc2c(c1)c(Sc1ccccc1)c(CC(=O)O)n2C | 119 | 9 | -12 | 2 | 19 | -4 | -1 | -7 | -3.5 | -12
Cc1c(C(=O)Nc2ccccc2-c2ccccc2)cccc1[N+](=O)[O-] | 100 | 0 | -10 | -2 | 5 | -3 | 2 | -8 | -1.0 | -2
Cc1ccsc1/C=N/Nc1cccc(C(=O)O)c1 | 97 | 4 | -8 | -2 | 5 | -26 | 1 | 6 | -0.8 | -1
CCOc1ccc(C(=O)NC(Cc2ccccc2)C(=O)OC)cc1 (stereo not drawn) | 98 | 1 | 3 | 3 | 1 | 28 | -1 | -17 | -0.3 | -6
Cc1ccc(NC(=O)Cn2cc(C=O)c3ccccc32)cc1 | 100 | -2 | -2 | 2 | 4 | -3 | -1 | -28 | -0.8 | -11
CCN1C(=O)[C@H]2[C@@H](c3ccc(-c4ccc(OC)cc4)c(OC)c3)N[C@@](Cc3ccccc3)(C(=O)OC)[C@H]2C1=O | 197 | -5 | -1 | -2 | -8 | 2 | 0 | -9 | 1.4 | 1
CC(C)=CCC/C(C)=C/CNC(=O)C[C@H]1C[C@H](C(=O)N(C(C)C)C(C)C)[C@@]2(C)c3[nH]c4ccc(Cl)cc4c3CCN2C1=O | 97 | -1 | -7 | 1 | 10 | 7 | 0 | 2 | -2.1 | -2
Nc1nc(N)c2sc3nc4c(cc3c2n1)CCC4 | 106 | 3 | 5 | -2 | 6 | 30 | -1 | 3 | -1.4 | -8
CC(C)COc1nc2ccccc2c(=O)n1OCC(=O)O | 98 | 0 | 4 | nt | 1 | -4 | -4 | -15 | -0.2 | 9
COC(=O)C(C)Sc1nc2c(c(=O)n(C)c(=O)n2C)n1Cc1cccc(C)c1 (stereo not drawn) | 104 | -6 | -12 | 0 | 17 | 2 | 2 | -5 | -3.0 | -2
O=C(NC(CCl)c1ccccc1)c1ccc(Cl)cc1 (stereo not drawn) | 95 | -4 | -5 | 1 | -11 | 45 | 2 | 1 | 2.3 | -4
Cc1c(C(=O)NCCCn2ccnc2)oc2ccccc12 | nt | 0 | -17 | 7 | 16 | -16 | -3 | 6 | -3.5 | 1
COc1ccccc1N(CC(=O)NC1CCCCC1)S(C)(=O)=O | 97 | 0 | -1 | 0 | 3 | 31 | 7 | -18 | -0.5 | 3
CCOC(=O)CNC(=S)N(Cc1ccccc1)Cc1cccnc1 | 98 | -1 | 9 | 0 | 8 | 31 | -4 | 10 | -1.6 | 13
Carrying on:
SMILES | DSG3 Ab inh | DAGLB inh | PKA-R1A activ | V-ATPase pH | OPRM1-OPRD1 inv | Arr AP2 block | HTR5A ag ctr | HTR5A inv ag | OPRM1-OPRD1 ag | PKA-R2B act
CSc1ccc(CN(C)C(=O)CNC(=O)c2sc3ccccc3c2Cl)cc1 | 99 | -6 | -6 | 0 | -13 | 5 | 1 | 8 | 3.9 | -2
Cc1cc(C)n(-c2nc3ccccc3[nH]c2=O)n1 | 108 | 0 | -7 | 4 | 11 | 0 | -3 | 9 | -1.9 | 5
CC(C)C(CC(=O)NCc1ccco1)c1ccco1 (stereo not drawn) | 113 | -1 | -13 | 0 | 25 | -4 | -2 | -5 | -4.1 | -9
CCN(C(=O)COC(=O)/C=C/c1ccc(Cl)c(Cl)c1)c1c(N)n(Cc2ccccc2)c(=O)[nH]c1=O | 112 | 0 | 5 | 0 | -2 | -9 | 0 | -4 | 0.5 | 1
CCOc1ccc(OCC)c(NC(=O)CSc2nnc(C3CC3)n2CC)c1 | 117 | 0 | 8 | 7 | -18 | -10 | 1 | -2 | 2.2 | -6
COc1cccc(NC(=O)CN(C)C(=O)CSc2ccc3c(c2)OCCO3)c1 | 106 | -5 | 3 | 6 | 13 | 5 | 0 | -7 | -3.5 | -8
NC(=O)C1CCN(CC(=O)Nc2cc(S(=O)(=O)N3CCOCC3)ccc2N2CCCC2)CC1 | 99 | -2 | 3 | 3 | 3 | 44 | 5 | -19 | -0.6 | -7
